Screens as filed in PubChem.
CHRM5 agonist: CHRM5 agonism in calcium assay; P08912; CHO-K1 hM5 cells, Fluo-8 calcium fluorescence; 0% DMSO wells, 100% maximal acetylcholine response; activation, % at 3 µM; actives 0.19% (n = 360,000); AID 624037;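 active = activation above the run's mean over test compounds plus 3 SD, cut at about 23% in these data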;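 also: signal is peak over basal fluorescence ratio across the kinetic read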
Target sequence (P08912 whole entry, looked up): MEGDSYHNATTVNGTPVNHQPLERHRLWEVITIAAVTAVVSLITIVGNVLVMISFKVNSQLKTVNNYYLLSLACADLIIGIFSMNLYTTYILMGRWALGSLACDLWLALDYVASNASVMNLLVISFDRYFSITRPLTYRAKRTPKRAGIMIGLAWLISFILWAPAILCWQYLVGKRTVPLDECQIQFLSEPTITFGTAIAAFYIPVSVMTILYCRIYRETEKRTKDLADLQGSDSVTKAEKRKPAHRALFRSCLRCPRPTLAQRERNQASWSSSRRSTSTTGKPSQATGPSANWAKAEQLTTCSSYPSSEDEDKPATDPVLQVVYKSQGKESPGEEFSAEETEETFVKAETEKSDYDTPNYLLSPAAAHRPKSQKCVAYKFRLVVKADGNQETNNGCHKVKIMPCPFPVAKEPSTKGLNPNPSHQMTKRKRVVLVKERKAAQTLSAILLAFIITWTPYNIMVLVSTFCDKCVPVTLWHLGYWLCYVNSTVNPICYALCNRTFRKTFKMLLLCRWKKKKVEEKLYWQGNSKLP
M4 ag: agonists of human muscarinic M4 receptor (CHRM4); CHO-K1 hM4/Gqi5, Fluo-8 calcium fluorescence; vehicle 0%, full acetylcholine response 100%; P08173; actives 0.14% (n = 360,000); AID 624127; activation, % at 3 µM;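 active = activation above the run mean over all test wells plus 3 SD, cut at about 32% in these data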;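 also: peak over basal fluorescence ratio per well then scaled between controls; 0% = DMSO wells and 100% = acetylcholine at EC100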
CHRM5 PAM: positive allosteric modulators of human muscarinic M5 receptor | activation, % at 3 µM | actives 0.3% (n = 360,000) | AID 624038 | CHO-K1 hM5, Fluo-8 calcium, ACh EC20 PAM; 0% = ACh EC20, 100% = ACh EC100;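 active = activation above the run cutoff, the mean activation of all test compounds plus 3 SD, cut at about 18% in these data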
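system = human M5 receptor in CHO-K1 cells | reagent = EC20 acetylcholine as agonist stimulus | compound dosing = single-point, 3 µM nominal | incubation = Fluo-8 loading 80 min at 37 °C plus 30 min room temperature | detection = Fluo-8 calcium dye fluorescence, kinetic read | benchmarks = low control EC20 acetylcholine (0%), high control EC100 acetylcholine (100%)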
CRFBP-R2 block: antagonists of CRF-binding protein/CRF-R2 receptor complex; actives 0.59% (n = 350,000); inhibition, % at 11.8 µM; HEK293 CRF-R2/CRF-BP, CRF-induced calcium fluorescence; AID 588475;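 active = inhibition of the ligand-induced calcium signal above about 50% at the single tested concentration, limit read from the data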
CRFR2-BP ag: CRF-BP/CRF-R2 complex agonism; HEK293 CRF-R2/CRF-BP, calcium dye fluorescence (FLIPR); percent of saturating CRF peptide response; activation, % at 13.2 µM; actives 0.46% (n = 350,000);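 active = activation of at least 50%, plus an integration ratio under a set limit after plate pattern correction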;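 also: plate controls were neutral control wells without compound for no effect and CRF at EC100 for full effect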
M4 antag: blocks acetylcholine activation of human M4 receptor; CHO-hM4 cells, ACh EC80, Fluo-8 calcium fluorescence; inhibition, % at 3 µM; actives 0.73% (n = 360,000); AID 624125;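 active = inhibition above its plate's cutoff, the mean inhibition of sample wells plus 3 SD, cut at about 27% in these data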;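 also: 0% = acetylcholine EC80 with DMSO and 100% = DMSO without agonist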
CHRM1 PAM: potentiates human M1 receptor response to acetylcholine | P11229 | CHO-K1 hM1, Fluo-8 calcium fluorescence, ACh EC20; 0% = ACh EC20, 100% = maximal ACh | activation, % at 3 µM | actives 0.088% (n = 360,000) | AID 588819; in the data active = activation above about 19%, passing the limit was not always enough
Target sequence (P11229 whole entry, looked up): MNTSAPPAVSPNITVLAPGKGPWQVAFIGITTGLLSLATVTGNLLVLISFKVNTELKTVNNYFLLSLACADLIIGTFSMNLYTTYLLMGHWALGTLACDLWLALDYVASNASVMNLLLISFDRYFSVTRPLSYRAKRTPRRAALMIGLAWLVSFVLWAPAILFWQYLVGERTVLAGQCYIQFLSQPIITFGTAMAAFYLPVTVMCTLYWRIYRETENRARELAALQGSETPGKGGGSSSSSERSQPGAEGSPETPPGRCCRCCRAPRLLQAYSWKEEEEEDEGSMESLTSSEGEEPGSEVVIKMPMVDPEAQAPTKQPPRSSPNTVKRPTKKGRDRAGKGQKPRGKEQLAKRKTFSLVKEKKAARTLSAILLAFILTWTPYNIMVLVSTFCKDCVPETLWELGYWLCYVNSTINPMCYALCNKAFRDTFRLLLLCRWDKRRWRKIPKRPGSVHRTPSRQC
M5 antag: blocks acetylcholine activation of human M5 receptor; CHO-hM5 cells, Fluo-8 calcium fluorescence, ACh EC80; actives 0.59% (n = 360,000); P08912; inhibition, % at 3 µM;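 active = inhibition above a per-plate cutoff, the mean of that plate's test compounds plus 3 SD, cut at about 27% in these data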;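 also: 0% = acetylcholine EC80 with DMSO and 100% = DMSO without agonist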
CHRM4 PAM: potentiates acetylcholine response at human M4 receptor; P08173; CHO-K1 hM4/Gqi5, Fluo-8 calcium fluorescence, ACh EC20; 0% = ACh EC20, 100% = maximal ACh; activation, % at 3 µM; actives 0.4% (n = 360,000);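 active = activation above its plate's cutoff, the mean activation of sample wells plus 3 SD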; also: some results filed as inactive read as strong as hits
The depositor's hits bear a star; nt = no result given.

The line under a structure holds: CHRM5 agonist	M4 ag	CHRM5 PAM	CRFBP-R2 block	CRFR2-BP ag	M4 antag	CHRM1 PAM	M5 antag	CHRM4 PAM
COCc1ccc(C(=O)N2CCCC(N3CCN(c4ccccc4C)CC3)C2)s1 (stereo not given)
 : -8	1	-4	3	-0.4	7	-15	14	-8
CC1CCN(S(=O)(=O)c2ccc3c(ccn3CCC(=O)NC(C)C)c2)CC1
 : -3	1	-6	-5	-0.6	8	15	17	5
CCNC(=S)N(CCc1c(C)[nH]c2ccc(C)cc12)Cc1cccnc1
 : -4	1	-3	4	-0.1	9	5	9	-2
CCC(=O)c1ccc(OCC(=O)NC2(C#N)CCCCC2)cc1
 : -2	3	7	2	0.5	-7	-3	-10	-6
Cc1cc(OCCOCCN(C)CCO)cc(C)c1Cl
 : -3	2	-1	14	-0.1	0	9	2	0
COc1cccc(CNC(=O)CCCCCNC(=O)N2CCn3c2nc2ccccc23)c1
 : -1	7	-7	-9	-0.3	5	-4	12	-6
O=C(CN1CCN(CC(=O)c2ccccc2)CC1)c1ccccc1
 : -1	1	-1	5	-1.4	-14	19	8	8
Cc1cc2ncc(S(C)(=O)=O)c(N)n2n1
 : 0	0	-2	2	-0.7	-2	11	8	6
O=C(COC(=O)CCN1C(=O)/C(=C\C=C\c2ccccc2)SC1=S)Nc1ccc(Br)cc1
 : -2	1	-14	5	1.5	-1	-4	24	9
CN(C)CCCNC(=S)N(CCCN(C)C)Cc1cc2cc3c(cc2[nH]c1=O)OCO3
 : -4	0	0	-3	0.8	-8	-2	2	1

Looked up one by one from the entries so far:
The line under a structure holds: CHRM5 agonist	M4 ag	CHRM5 PAM	CRFBP-R2 block	CRFR2-BP ag	M4 antag	CHRM1 PAM	M5 antag	CHRM4 PAM
COCc1ccc(C(=O)N2CCCC(N3CCN(c4ccccc4C)CC3)C2)s1 (stereo not given)
 : -8	1	-4	3	-0.4	7	-15	14	-8
CN(C)CCCNC(=S)N(CCCN(C)C)Cc1cc2cc3c(cc2[nH]c1=O)OCO3
 : -4	0	0	-3	0.8	-8	-2	2	1

Next entries follow.
The line under a structure holds: CHRM5 agonist	M4 ag	CHRM5 PAM	CRFBP-R2 block	CRFR2-BP ag	M4 antag	CHRM1 PAM	M5 antag	CHRM4 PAM
CCCNC(=O)CSc1nnc(-c2ccccc2Br)n1-c1cccc(C(F)(F)F)c1
 : -1	0	-7	-14	-1.4	4	1	8	-4
CCCc1cc(C(=O)N/N=C/c2ccc(CC)s2)c2ccccc2n1
 : -12	-1	-15	15	-1.6	3	-2	0	-5
CCOC(=O)C1=C(COC(=O)COc2ccccc2C(C)C)NC(=O)NC1C (stereo not given)
 : 4	7	-13	8	0.1	6	-9	-1	-3
CCCCN1C(=O)C2NN=C(C(=O)OCC)C2C1=O (stereo not given)
 : 2	1	-5	-4	0.0	17	-1	6	14
CCOC(=O)c1ccc[n+](CC(=O)c2ccc(NC(=O)c3ccccc3)cc2)c1
 : 2	0	10	1	-1.3	-14	6	-9	1
CN1C(=O)c2ccccc2N(C)C1c1cccc(O)c1 (stereo not given)
 : -2	3	-3	10	0.8	8	-9	10	3
COc1ccc(NC(=O)CN(C)CC(=O)NCC2CCCCC2)cc1
 : -2	0	4	5	-3.1	-8	-6	-2	2
COCCNC(=O)c1cccc(OC2CCN(Cc3cccc(SC)c3)CC2)c1
 : -19	1	-9	3	-0.3	1	4	6	-12
O=S(=O)(NCc1ccccc1)c1ccc(Br)c2nsnc12
 : -2	2	-1	10	-0.5	-13	3	-10	9
COc1ccc(-c2cccc(C3CC=CC4C3C(=O)N(Cc3ccccc3)C4c3ccc(C(F)(F)F)cc3)c2)cc1 (stereo not given)
 : 0	1	0	-1	3.1	-4	-4	10	7
COc1ccc(/C=C2\Sc3ccc(C(=O)NCC4CCCO4)cc3N(C)C2=O)cc1 (stereo not given)
 : 0	5	-5	-9	0.2	-11	-4	-2	0
COc1ccccc1-c1nn2c(C3COc4ccccc4O3)nnc2s1 (stereo not given)
 : -4	1	3	-26	-1.9	2	6	-7	1
O=C(NCCCN1CCc2ccccc2C1)Nc1ccc(Br)cc1
 : -7	12	-23	-35	9.6	13	-14	8	-14
COC(=O)c1ccc(NC(=O)CSc2nncn2C)cc1
 : -1	0	0	-6	1.8	3	1	0	0
CC(C)(C)NC(=O)CSc1nnc(CN2CCCCCC2=O)n1-c1ccccn1
 : -1	1	6	-13	5.6	0	8	-9	14
c1cc(-c2ccc3[nH]ccc3c2)n2ccnc2c1
 : -1	3	0	nt	nt	-9	5	0	0
COc1ccc(OC)c(S(=O)(=O)N2CCC3(CC2)CC(=O)c2ccccc2O3)c1
 : 1	10	-12	6	-0.5	-7	-3	6	-8
Cc1ccc(/C=C/C(=O)NC(=S)N2CCN(C)CC2)cc1
 : -3	0	-2	17	1.5	6	6	0	-6
CC(/C=C/c1ccc(N(C)C)cc1)=N/N=C1/NC(=O)CC(C(=O)Nc2ccc(Cl)cc2)S1 (stereo not given)
 : -2	3	-4	-86	6.1	5	8	1	-3
COCOCCn1cc(CN2CCS(=O)(=O)N(Cc3ccc(-c4cccc(CO)c4)cc3)C(CC(C)C)C2=O)nn1 (stereo not given)
 : 1	7	0	-1	1.2	-4	-6	1	-4
NC(Cc1ccc(Cl)cc1)c1csc(Nc2ccc(C(F)(F)F)cn2)n1 (stereo not given)
 : 3	15	1	nt	nt	5	0	-4	13
CC(=O)N1CCCC(C(=O)c2ccc3c4c(cccc24)CC3)C1 (stereo not given)
 : -5	1	2	4	0.7	-6	4	-4	5
C[C@@H]1CC=C[C@H]2[C@H]1C(=O)N(Cc1ccccc1)[C@H]2c1ccc2ccccc2c1Br
 : 1	0	22*	-2	3.0	-8	-1	0	2
CCN(CC)S(=O)(=O)c1ccc(OC)c(NC(=O)C2CC(=O)N(c3ccc4c(c3)OCCO4)C2)c1 (stereo not given)
 : -1	1	0	-1	-0.1	-2	14	-2	9
CC(=O)NC(CC(=O)Nc1cccc(S(=O)(=O)N2CCOCC2)c1)c1ccccc1 (stereo not given)
 : 1	0	-1	-2	0.3	-2	2	2	2
O=C(Cc1ccc(S(=O)(=O)N2CCCCC2)s1)Nc1cccc2ccccc12
 : -2	6	-3	-18	0.2	-2	3	0	-5
CCOC(=O)C1=CC[C@]2(C)c3c(c4ccccc4n3C)C(=O)C1N2C
 : 2	0	0	-1	-1.1	-9	6	4	1
COc1cccc(N2CC(C(=O)Nc3nnc(SCc4ccccn4)s3)CC2=O)c1 (stereo not given)
 : 0	3	-3	-9	-0.4	2	-5	1	-5
O=C(NCC(c1ccccc1Cl)N1CCCC1)c1ccc(N2CCCC2=O)cc1 (stereo not given)
 : -8	0	-29	-1	1.5	-14	-25	7	2
CCC(=O)c1ccc(OCC(=O)NCc2ccccc2CN2CCCC2)cc1
 : -10	1	-3	3	-0.2	24	-10	-3	-6
CCOC(=O)c1c(C)[nH]c(C)c1S(=O)(=O)N(C)CC(=O)Nc1cccc(C)c1
 : -2	3	-1	-8	-0.6	-9	12	3	2
COc1cccc(-c2nnc3sc(-c4cccs4)nn23)c1
 : -2	2	-3	-14	0.0	6	2	-8	2
COC(=O)C(NC(=O)CSc1nc(N)cc(=O)[nH]1)c1ccccc1 (stereo not given)
 : -2	0	-6	-1	1.8	-8	13	-7	9
Cc1[nH][nH]c(=O)c1C(c1ccc(Cl)cc1)c1c(C)[nH][nH]c1=O
 : 4	1	6	6	0.2	-5	2	-1	-1
COCc1ccc(CN2CCC(n3nccc3NC(=O)CCCc3ccccc3)CC2)o1
 : -3	5	1	-5	2.5	4	9	10	6
COc1ccc(C2C(C#N)=C(N)Oc3cc(C)[nH]c(=O)c32)cc1OC (stereo not given)
 : 3	0	5	2	-0.6	-10	7	-3	10
CCc1ccc(CNC(=O)c2ccc3c(c2)NC(=O)C(N2CCOCC2)S3)cc1 (stereo not given)
 : 2	6	13	1	-0.8	0	12	-10	5
COc1ccc(-n2c(-c3ccc(Cl)cc3Cl)n[nH]c2=S)c(OC)c1
 : -5	0	-3	12	-1.3	1	3	-2	-3
O=S(=O)(Nc1cccc(S(=O)(=O)N2CCCCC2)c1)c1ccc(Cl)s1
 : 3	7	-4	10	-0.9	5	-3	7	1
Cc1cc(S(=O)(=O)N2CCCCCC2)c(Cl)cc1Cl
 : -3	-2	-7	-9	0.3	-5	3	-2	-2
COc1ccc2cc(C(=O)Nc3ccc(S(N)(=O)=O)cc3)sc(=O)c2c1OC
 : -2	1	4	-8	1.7	5	10	2	0
COc1cc2c(cc1OC)C(c1ccc(-c3ccccc3Cl)o1)=NCC2
 : -1	7	-7	-10	-3.6	-1	4	5	0
O=C(CN1C(=O)c2cccc3cccc1c23)N1CCc2ccccc2C1
 : -3	2	-2	-13	1.4	12	1	0	-6
O=C(CSCc1c(F)cccc1F)Nc1ccccc1
 : -2	1	1	16	-2.8	2	4	-3	-3
COC(=O)c1cnc[nH]1
 : 0	1	3	29	-2.7	-10	2	-8	-3
CCOC(=O)c1c(NC(=O)C(=O)N/N=C/c2ccc(OCC)cc2)sc2c1CCCCC2
 : 1	2	0	8	-1.6	-12	2	-3	18
O=C(Nc1ncccc1O)c1ccc(OCC2CCCO2)cc1 (stereo not given)
 : -2	1	7	10	-0.6	-3	9	-4	0
CC1CCN(C(=O)CSc2nc(N)c(NC(=O)c3ccccc3)c(=O)[nH]2)CC1
 : -2	1	-10	-1	-1.1	-1	8	15	-1
CC(=O)c1ccc(-c2ccc([C@H]3[C@H]4C=CC[C@@H](C)[C@@H]4C(=O)N3Cc3ccccc3)c(F)c2)cc1
 : 3	1	-3	18	6.0	1	-2	3	-8
O=S(=O)(c1ccc(Cl)cc1)N(Cc1ccccn1)Cc1ccccn1
 : -3	2	-3	1	-2.7	-7	3	-3	-2

Next compounds.
The line under a structure holds: CHRM5 agonist	M4 ag	CHRM5 PAM	CRFBP-R2 block	CRFR2-BP ag	M4 antag	CHRM1 PAM	M5 antag	CHRM4 PAM
COc1ccc(S(=O)(=O)c2c(O)c3ccc(C(=O)Nc4ccccc4Cl)cc3[nH]c2=O)cc1
 : -3	1	-3	3	1.0	8	-6	14	-2
COc1ccc(S(=O)(=O)NCC2CCCO2)c(Cl)c1Cl (stereo not given)
 : -8	1	0	0	-0.4	-3	17	10	-4
O=C(O)/C=C/C(=O)Nc1ccc2nccnc2c1
 : -1	0	9	16	1.3	-1	1	2	4
COc1ccc(C2=C(C=Nc3c(C)n(C)n(-c4ccccc4)c3=O)C(c3ccccc3C)c3ccccc3O2)cc1OC (stereo not given)
 : -11	-1	-24	-5	1.2	0	-7	0	-5
CCN(CC)C(=O)Cn1cc(S(=O)(=O)CC(=O)NCc2ccc3c(c2)OCO3)c2ccccc21
 : -8	2	4	5	-2.3	-20	4	-4	5
COc1ccccc1NC(=O)CSc1nc2[nH]ncc2c(=O)[nH]1
 : 1	1	6	-6	-0.3	-2	8	-1	-2
Cc1occc1-c1nnc(SCC(=O)c2ccccc2)n1CC1CCCO1 (stereo not given)
 : -3	0	1	-9	1.3	11	6	8	0
Nc1nc2ncccc2cc1C(=O)NCCc1cccs1
 : 6	9	-9	nt	nt	1	nt	5	-2
CCOC(=O)c1sc(NC(=O)c2cc3n(n2)C(C(F)(F)F)CC(c2ccccc2)N3)c(C(=O)OCC)c1C (stereo not given)
 : 0	1	-10	7	-0.8	2	7	4	-5
Cc1cc(=O)[nH]c(-c2ccc(Cl)cc2)n1
 : 0	15	-22	-4	-0.3	16	-7	22	-25
